Screening results (PubChem BioAssay)
WRN inhibitor – WRN helicase (human) inhibition. Q14191. WRN helicase unwinding, fluorescent forked duplex, kinetic. Potency, µM (series often up to 114 µM), without a hit: top-dose activity change, negative = inhibition, most hits filed as inhibitors. hit rate 0.46% among 360,000. AID 651768; also: potency is read from the fitted curve at half-maximal effect; % is scaled to controls: 0 for no effect and ±100 for the full control effect; nearly all actives have a fitted effect of over 55% in size
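WRN at 20 nM final was preincubated with compound for 15 min at room temperature; reaction started with 100 nM forked duplex oligonucleotide carrying fluorophore and quencher plus 2 mM ATP (final). Unwinding followed kinetically by red fluorescence (ex 525/em 598 nm).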
PLK1 PBD block – inhibitors of human PLK1 polo-box domain binding; AID 720504; hit rate 2.8% among 360,000; Potency, µM, inactives show max response, negative = inhibition, hits mostly inhibitors; Plk1 PBD binding of FITC phosphopeptide, fluorescence polarization; also: potency is read from the fitted curve at half-maximal effect; series mostly up to about 57 µM; % is scaled to controls: 0 for no effect and ±100 for the full control effect; nearly all actives have a fitted effect of over 65% in size
EPAC1 antagonist – antagonists of human EPAC1; EPAC1 GEF assay, Rap1b-BODIPY-GDP exchange fluorescence; hit rate 0.14% among 360,000; Potency, µM (titrated, usually from 115 µM), without a hit: at the top dose activity change, negative = inhibition, most hits filed as inhibitors;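 also: potency is read from the fitted curve at half-maximal effect; plate controls were vehicle for no effect and positive control for full effect; nearly all actives have a fitted effect of over 50% in size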
MmCpn inh – blocks the Methanococcus maripaludis chaperonin Mm-Cpn; purified Mm-Cpn ATPase, ADP Transcreener TR-FRET; Potency, µM (top dose mostly 76.9 µM), without a hit: at the highest dose activity, negative = inhibition, most hits filed as inhibitors; hit rate 0.031% among 330,000; also: potency is read from the fitted curve at half-maximal effect; % is scaled to controls: 0 for no effect and ±100 for the full control effect; nearly all actives have a fitted effect of over 80% in size
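Purified archaeal Mm-CPN (25nM final) preincubated 10 min at 37degC with compound, then 10uM ATP for 30 min at 37degC; ADP measured by HTRF Transcreener TR-FRET; buffer 30 mM TRIS pH 7.4, 100mM KCl, 5mM MgCl2, 1mM DTT.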
EPAC1 ag – activates human EPAC1 exchange factor; O95398; EPAC1 agonist qHTS, biochemical assay; response scale: 100% = response to 6.5 mM cAMP; Potency, µM (highest dose often 154 µM), for the others: top-dose activation, actives largely listed as activators; hit rate 0.073% among 360,000; AID 720707; also: potency is read from the fitted curve at half-maximal effect; nearly all actives have a fitted effect of over 60% in size
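Nucleotide exchange by EPAC1 (100 nM) on Rap1B–BODIPY-GDP (250 nM) in the presence of 50 uM GDP is tracked fluorescently at 480/540 nm over 30 min. Signals are normalized to a 6.5 mM cAMP control.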
EPAC2 antagonist – blocks human EPAC2 exchange factor. Q8WZA2. EPAC2 GEF exchange of Rap1B-BODIPY-GDP, fluorescence. Potency, µM (doses to about 114 µM), for the others: at the top dose activity, negative = inhibition, actives largely listed as inhibitors. hit rate 0.18% among 360,000. AID 720708; also: potency is read from the fitted curve at half-maximal effect; % is scaled to controls: 0 for no effect and ±100 for the full control effect; nearly all actives have a fitted effect of over 45% in size; many of its hits are not listed in these tables
PI5P4Ka inh – PI5P4K alpha (human) kinase inhibition; PI5P4Kalpha enzyme, ADP-Glo luminescence, 60 min; stronger effect = lower value; P48426; AID 652105; hit rate 1.2% among 330,000; max response, %; active = max response of -50% or lower; inconclusive = between -30% and -50%; inactive = -30% or higher; also: value at the top dose of about 77 µM; % is scaled to controls: 0 for no effect and ±100 for the full control effect
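ADP-Glo luminescence end-point after a 60 min room-temperature kinase reaction. PI5P4Kalpha and substrate in HEPES pH 7.4 buffer with EGTA, 0.1% CHAPS and 5% DMSO; ATP at 5 microM final.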
CCT modulator – cytosolic chaperonin activity modulation; purified chaperonin ATPase assay, HTRF ADP detection, 30 min; activity change, % (no concentration beside the values), hits read low; hit rate 0.3% among 360,000; in the data active = activity change below about -30%; also: % is scaled to controls: 0 for no effect and ±100 for the full control effect
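TRiC at 40 or 20 nM final (batch-dependent) in 30 mM Tris pH 7.4, 100 mM KCl, 5 mM MgCl2, 1 mM DTT, with compound at single 76 uM and 10 uM ATP, 30 min at 37 deg C. ADP detected by HTRF Transcreener, 665/615 ratio.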
Numbers without * were called inactive; ? = inconclusive; / = no result given; [ ] = another dose, or the depositor's remark. Unless noted, calls follow the shape of the dose curve; as a rule, active = well fitted curve in the direction sought with a large enough effect; inconclusive = small, poorly fitted or top-dose-only effect, or another doubt; inactive = no such curve, though single readings can be large; an effect the other way counts as inactive or inconclusive. An excerpt (hit frequency here may not be typical).

SMILES | WRN inhibitor | PLK1 PBD block | EPAC1 antagonist | MmCpn inh | EPAC1 ag | EPAC2 antagonist | PI5P4Ka inh | CCT modulator
CC(=O)Nc1cccc(NC(=O)Cc2cccs2)c1 | -1%[11.6 µM] | -12% | -14% | 0% | -11% | 12% | ? | -0.9
C/C(=N\NC(=O)c1nnn(-c2nonc2N)c1C)c1ccc(-c2ccccc2)cc1 | 8% | 1% | 2% | 1% | 7% | 4% | 0 | -2.1
COc1ccc(NC(=S)N2CCN(C(=O)C3CCCO3)CC2)c(OC)c1 (stereo not given) | 2% | -9% | 4% | -1% | 0% | -2% | 0 | 0.3
Cc1cnn(C(=S)NCCc2ccccc2)c1 | -23% | -8% | 6% | 0% | 0% | 10% | 15 | 0.6
CCN(CC(=O)NCc1cccs1)C(=O)/C=C/c1ccc(F)cc1 | 3% | -4% | -12% | / | 4% | -2% | 2 | -0.2
O=C(COc1ccc(S(=O)(=O)N2CCOCC2)cc1)Nc1ccccc1C(F)(F)F | 1% | -5% | 0% | 1% | 0% | 11% | / | -8.3
CCOC(=O)c1cnc(Nc2nc3ccccc3o2)nc1CSc1nnc(C)s1 | -4% | -16% | -1% | / | 5% | 0% | / | -3.8
CN(C(=S)Nc1ccc(F)cc1)C(c1ccccc1)c1ccccc1 | -6%[57.1 µM] | 7% | -20% | 2% | 10% | -23% | 9 | 1.2
Cc1cc(C)cc(NC(=O)CN2CCN(CCN=CC3=C(O)CC(c4ccc(Cl)cc4)CC3=O)CC2)c1 (stereo not given) | 0% | 6% | -2% | 4% | -6% | -9% | -3 | -0.9
N#Cc1c(N2CCN(C(=O)c3ccccc3)CC2)nc(-c2ccccc2)c2c1CCCC2 | 3% | -3% | -6% | -5% | 11% | -1% | 3 | -3.4

Of the compounds above, 3 contain fluorine.
SMILES | WRN inhibitor | PLK1 PBD block | EPAC1 antagonist | MmCpn inh | EPAC1 ag | EPAC2 antagonist | PI5P4Ka inh | CCT modulator
CCN(CC(=O)NCc1cccs1)C(=O)/C=C/c1ccc(F)cc1 | 3% | -4% | -12% | / | 4% | -2% | 2 | -0.2
O=C(COc1ccc(S(=O)(=O)N2CCOCC2)cc1)Nc1ccccc1C(F)(F)F | 1% | -5% | 0% | 1% | 0% | 11% | / | -8.3
CN(C(=S)Nc1ccc(F)cc1)C(c1ccccc1)c1ccccc1 | -6%[57.1 µM] | 7% | -20% | 2% | 10% | -23% | 9 | 1.2

Later entries
SMILES | WRN inhibitor | PLK1 PBD block | EPAC1 antagonist | MmCpn inh | EPAC1 ag | EPAC2 antagonist | PI5P4Ka inh | CCT modulator
Nc1ccccc1C(=O)NC1CCCNC1=O (stereo not given) | 5% | -11% | -3% | / | 6% | -4% | -5 | -2.2
Nc1nonc1-n1nnc(C(=O)N/N=C/c2ccccc2F)c1CN1CCc2ccccc21 | -3% | -2% | -6% | -2% | 1% | -6% | 0 | -1.1
COC(=O)c1nn(-c2ccccc2)c(=O)cc1Sc1ccc(Cl)cc1 | 2% | -7% | 3% | -8% | 3% | 1% | -1 | 0.2
O=C(CCN1CCC2CCC(C2)C1)c1ccccc1 (stereo not given) | -35% | 13µM* | -6% | / | 7% | 0% | -3 | 0.8
Cc1ccc(S(=O)(=O)N2CCN(C(=O)[C@H](Cc3ccccc3)NC(=O)c3ccco3)CC2)cc1C | 3% | -2% | -13% | -1% | 4% | 2% | 4 | -2.3
Oc1ccc(-c2onc3ccc(Cl)cc23)cc1 | -8% | -1% | 4% | 1% | 8% | -4% | -2 | -0.2
CCCCn1c(N)c(N(CC(C)C)C(=O)C2=NN(c3ccccc3)C(=O)CC2)c(=O)[nH]c1=O | 8% | 1% | 14% | 0% | 8% | 11% | -2 | 2.0
Cc1cc(C)c2[nH]c(=O)c(C(c3nnnn3Cc3ccc4c(c3)OCO4)N3CCCCC3)cc2c1 (stereo not given) | -28% | -13% | ? | 0% | 17% | -1% | -2 | 0.6
COc1ccc(S(=O)(=O)N2CCCC(C(=O)NCC3CCCO3)C2)cc1C (stereo not given) | -24% | -7% | 4% | 0% | -12% | -1% | -1 | -1.6
O=C(CSc1nc(C(F)(F)F)cc(=O)[nH]1)N1CCOCC1 | 0% | -7% | 5% | 1% | 3% | 7% | 1 | 0.3
CC(C(N)=O)N1C(=O)c2cccc3cccc1c23 (stereo not given) | 1% | -14% | -2% | -1% | 2% | 0% | / | -0.9
NC(=O)N\N=C/C=C/C=C/c1ccc(F)cc1 | -23% | -3% | 22% | 0% | -9% | 13% | -2 | -1.0
Cn1c(=O)cc(OCCCC(=O)NCCCN2CCN(Cc3ccccc3)CC2)c2ccccc21 | 2% | -4% | 0% | 1% | 0% | -1% | / | -1.5
Cn1c(=O)c2[nH]c(COc3ccccc3)nc2n(C)c1=O | -9% | 0% | -21% | / | -11% | 9% | -5 | -21
COCCN(Cc1nc2ccccc2c(=O)[nH]1)C(=O)COc1c(C)cc(Cl)cc1C | -8% | -1% | -12% | 2% | -4% | 0% | 6 | -2.8
O=C(c1ccc(CSc2nc3ccncc3[nH]2)cc1)N1CCN(c2cccc(Cl)c2)CC1 | -4% | -2% | 13% | 2% | 2% | -5% | 2 | -0.3
Clc1ccc(-c2nnc(C34CC5CC(CC(C5)C3)C4)o2)cn1 | 18% | 19µM* | 10% | 3% | -1% | 12% | -27 | -1.1
O=C(CC(Cc1ccccc1)C(=O)O)Nc1ccc(F)cc1 (stereo not given) | -3% | -12% | 2% | 1% | -6% | 3% | 4 | 0.4
COC(=O)N/N=C/c1cc(C)n(-c2ccc(Br)cc2)c1C | -3% | 3% | 4% | 0% | -3% | -5% | -8 | -1.3
Cc1ccc(NC(=O)CN2CCCC2)c2c1CC(C)(C)O2 | -6% | -5% | 11% | -1% | 3% | -4% | 0 | 1.4
CC(C)NC(=O)C1=NN(c2ccccc2)C(=O)CC1 | 1% | -5% | -6% | 1% | 1% | -4% | 3 | -1.8
CCCn1nnnc1-c1cc(Cl)cc(Cl)c1 | 6% | -9% | -6% | -1% | -14% | 10% | / | -0.8
N#Cc1cccnc1Nc1cccc(Cl)c1 | -18%[57.1 µM] | 7% | 21% | 0% | -9% | 8% | -6 | -2.0
CCOC(=O)[C@]12CCC=C1N(Cc1ccccc1)C(=O)[C@H](CC(=O)NCc1cccc(C(F)(F)F)c1)C2 | -4% | -9% | -3% | / | -5% | -21% | 5 | 1.4
CC1(C)Cc2c(cnn2-c2cccc(F)c2)C(NC(=O)CSc2ccccn2)C1 (stereo not given) | 3% | -19% | -18% | 0% | -17% | 10% | 0 | -26
Cc1ccc(N(C)C(=O)c2cnn(-c3ccccc3)c2C)c(C)c1 | -2% | 4% | -8% | -2% | 2% | -7% | 3 | 1.5
COc1cccc(NC(=S)N2CCN(c3ccc([N+](=O)[O-])cc3)CC2)c1 | -7%[57.1 µM] | -7% | -1% | 2% | 10% | 7% | -3 | -0.3
CC(C)CCN1C(=O)c2ccc(C(=O)N3CCCCC3)cc2C1=O | -34% | -17% | -21% | 2% | -12% | 2% | 0 | 0.6
CCn1c(C)cc(C(=O)CSc2nnc(-c3ccco3)o2)c1C | 1% | 3% | 0% | -3% | 3% | 15% | -1 | 1.7
CCCCCN1CC(=O)N2Cc3[nH]c4ccccc4c3C[C@H]2C1=O | 9% | -10% | 7% | 0% | -4% | 0% | -10 | 1.5
CCOc1cc(/C=C2/C(=N)N3C=CSC3=NC2=O)ccc1OCCCOc1ccccc1C | -16% | -14% | -26% | -5% | 3% | -6% | -4 | -2.4
COc1ccc(/C=N/Nc2cc(=O)n(C)c(=O)n2C)cc1OC | -17% | -6% | -4% | -5% | 1% | -1% | -3 | 1.4
OC(c1ccccc1)C(NCCNCc1ccccc1)c1ccccc1 (stereo not given) | 4% | 0% | -4% | / | 12% | 9% | 1 | -1.2
COCCN(C(=O)COC(=O)C1CC1)c1c(N)n(Cc2ccccc2)c(=O)[nH]c1=O | 13% | 2% | 0% | -3% | -10% | 1% | -2 | -2.0
CC(CNC1CCCCC1)OC(=O)c1ccccc1 (stereo not given) | 3% | -6% | 4% | -2% | -6% | 2% | 3 | 1.5
CC1(CCC#N)N=C(SCCC#N)N(c2ccccc2)C1=O (stereo not given) | -1% | -7% | -14% | 2% | 0% | 0% | -2 | -2.3
Cc1ccc2nc(-c3ccc(F)cc3)nc(SCC(=O)NCC3CCCO3)c2c1 (stereo not given) | 2% | 1% | 15% | 1% | -1% | -4% | 2 | -0.7
O=C(OCC(=O)N1CCCc2ccccc21)c1ccc(S(=O)(=O)C(F)F)cc1 | -5% | -2% | -6% | 2% | 8% | 1% | -8 | -0.7
Cc1ncc(S(=O)(=O)C(C)(C)C)c(N)n1 | 3% | 3% | -8% | -1% | 6% | -1% | 4 | -2.7
COC(OC)c1ccc(C#N)c(=O)[nH]1 | 7% | -5% | 21% | 0% | 10% | 4% | 3 | -4.6
Cc1ccc(NC(=S)N(CCCN2CCOCC2)Cc2cccnc2)cc1C | 5% | 6% | 6% | 0% | -3% | 0% | -4 | 2.1
O=C(c1cccc(F)c1)N1CCN(S(=O)(=O)c2ccc(C(F)(F)F)cc2)CC1 | 7% | -10% | -9% | 1% | 8% | 0% | / | -7.3
CC12CCCCC1c1ccccc1C(=NCC(=O)O)N2 (stereo not given) | 2% | -8% | 5% | 1% | -2% | -3% | 1 | -0.7
CCOc1ccccc1CN1CCN(Cc2ccon2)CC1CCO (stereo not given) | -1% | -11% | -1% | 3% | 3% | 1% | 1 | -1.9
CC(=O)c1nc2ccccc2n1S(=O)(=O)c1ccc(Cl)cc1 | -8% | 3% | 4% | 0% | 9% | -1% | / | -3.0
COc1ccc(CC(=O)Oc2ccccc2Cl)cc1S(=O)(=O)N1CCOCC1 | -4% | -3% | -7% | -1% | 4% | 2% | 2 | 0.3
COc1cc(OC)nc(NC(=O)C(C)C)n1 | 1% | -8% | -24% | -1% | -6% | -3% | -2 | -0.9
CCOC(=O)N/N=C/c1ccccc1OCc1ccc(Cl)cc1 | -2% | -8% | -10% | 0% | -1% | 13% | -5 | 0.9
CCOC(=O)c1nnn(CC(=O)Nc2cccc(Cl)c2C)c1C(=O)OCC | -2% | 4% | -8% | 0% | 1% | -5% | 1 | -1.4
Cc1cc(=O)n2c(n1)NC(Nc1cccc(C)c1C)=NC2c1ccc(F)cc1 (stereo not given) | 3% | -6% | -24% | -3% | 4% | 3% | 0 | 0.0
CC(=O)Nc1ccc(SCC(=O)Nc2cc(C(C)(C)C)nn2-c2ccccc2)cc1 | 6% | -23% | -12% | 0% | 3% | 1% | 1 | -1.9
